# Source: PubChem BioAssay (National Center for Advancing Translational Sciences (NCATS))
# FLuc modulator: firefly luciferase modulation, counter-screen for miR-21 project; purified FLuc, Km substrates, luminescence inhibition; Potency, µM (top dose mostly 57.5 µM), inactives show top-dose activity change, negative = inhibition, hits mostly inhibitors; actives 6.9% (n = 360,000); AID 588342;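 also: potency is read from the fitted curve at half-maximal effect; plate controls were vehicle for no effect and reference inhibitor for full effect; nearly all actives have a fitted effect of over 55% in size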
#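 Purified P. pyralis luciferase, 10 nM final, with Km-level 10 uM D-luciferin and 10 uM ATP in 50 mM Tris acetate pH 7.5, 10 mM Mg acetate, 0.01% Tween-20, 0.05% BSA; 6-point qHTS titration about 60 µM downward; luminescence read.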
# Rab9 promoter act: activators of Rab9 promoter; Huh7 Rab9 promoter-luciferase reporter, luminescence, 24 h; Potency, µM (series often up to 9.22 µM), without a hit: top-dose activation, negative = inhibition, most hits filed as activators; AID 485297; actives 2.8% (n = 320,000); also: potency is read from the fitted curve at half-maximal effect; % of control where 0% means no effect; nearly all actives have a fitted effect of over 60% in size
#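 Huh7 reporter line, Rab9 promoter upstream of luciferase. Compound exposure 24 h at 37 °C in reduced-serum medium with 10% FBS. Read-out: luminescence.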
# RORg inh: ROR gamma (mouse) transcription inhibition | actives 5.4% (n = 310,000) | Potency, µM (highest dose often 53.6 µM), without a hit: top-dose activity change, negative = inhibition, actives largely listed as inhibitors | P51450 | Drosophila S2 Gal4-RORgamma UAS-luciferase reporter, 20 h; also: potency is read from the fitted curve at half-maximal effect; % is scaled to controls: 0 for no effect and ±100 for the full control effect; nearly all actives have a fitted effect of over 60% in size
# Target sequence (P51450 whole entry, looked up, the tested form may be a part): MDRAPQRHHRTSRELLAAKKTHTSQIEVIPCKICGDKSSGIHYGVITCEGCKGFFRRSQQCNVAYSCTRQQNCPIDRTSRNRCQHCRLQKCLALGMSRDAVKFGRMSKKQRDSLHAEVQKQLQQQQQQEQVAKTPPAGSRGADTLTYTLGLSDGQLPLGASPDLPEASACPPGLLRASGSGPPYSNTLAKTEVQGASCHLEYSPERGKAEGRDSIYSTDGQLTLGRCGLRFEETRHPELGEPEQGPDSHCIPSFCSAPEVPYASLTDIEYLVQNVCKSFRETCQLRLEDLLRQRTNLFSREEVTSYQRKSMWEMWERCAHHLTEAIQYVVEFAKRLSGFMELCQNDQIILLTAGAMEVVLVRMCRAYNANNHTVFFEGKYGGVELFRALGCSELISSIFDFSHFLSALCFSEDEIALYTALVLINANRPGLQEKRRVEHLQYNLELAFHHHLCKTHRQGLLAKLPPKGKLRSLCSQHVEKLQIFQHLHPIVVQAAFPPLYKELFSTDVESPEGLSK
#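 In this cell-based reporter format, copper sulfate (700 uM final) drives Gal4–ROR gamma fusion expression from a metallothionein promoter in Drosophila Schneider cells; compounds preincubated 1 hr, reporter read after 20 hr at ambient temperature.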
# ELG1 genotoxic: genotoxicity induction in ELG1-luciferase HEK293T cells; HEK293T ELG1-luciferase reporter, luminescence, 16 h; Potency, µM (titrated, usually from 46 µM), for inactives: at the highest dose activity change, positive = activation, usual class: activators; actives 1.3% (n = 330,000); also: potency is read from the fitted curve at half-maximal effect; % of control where 0% means no effect; nearly all actives have a fitted effect of over 60% in size
#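 ELG1-luciferase HEK293T cells, 2,000/well; compound pinned in; 16 hr, 37 °C, 5% CO2; ONE-Glo, 30 min RT; luminescence on CCD imager.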
# VP16 counter: Gal4-VP16 reporter inhibition counter-screen; Drosophila S2 Gal4-VP16 UAS-luciferase, luminescence, 20 h; Potency, µM (doses to about 53.6 µM), for the others: at the highest dose activity, negative = inhibition, usual class: inhibitors; actives 3.5% (n = 310,000); AID 2546;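 also: Gal4-VP16 expression switched on by copper sulfate through the metallothionein promoter; potency is read from the fitted curve at half-maximal effect; % is scaled to controls: 0 for no effect and ±100 for the full control effect; nearly all actives have a fitted effect of over 50% in size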
# PKM2 act: PKM2 (human) enzyme activation | purified PKM2, Kinase-Glo ATP luminescence, activation; response scale: 0% is enzyme alone, no compound | Potency, µM (titrated, usually from 57.5 µM), for the others: at the highest dose activation, most hits filed as activators | actives 0.34% (n = 260,000); also: potency is read from the fitted curve at half-maximal effect; % is scaled to controls: 0 for no effect and ±100 for the full control effect; nearly all actives have a fitted effect of over 55% in size
# Target sequence (P14618 whole entry, looked up): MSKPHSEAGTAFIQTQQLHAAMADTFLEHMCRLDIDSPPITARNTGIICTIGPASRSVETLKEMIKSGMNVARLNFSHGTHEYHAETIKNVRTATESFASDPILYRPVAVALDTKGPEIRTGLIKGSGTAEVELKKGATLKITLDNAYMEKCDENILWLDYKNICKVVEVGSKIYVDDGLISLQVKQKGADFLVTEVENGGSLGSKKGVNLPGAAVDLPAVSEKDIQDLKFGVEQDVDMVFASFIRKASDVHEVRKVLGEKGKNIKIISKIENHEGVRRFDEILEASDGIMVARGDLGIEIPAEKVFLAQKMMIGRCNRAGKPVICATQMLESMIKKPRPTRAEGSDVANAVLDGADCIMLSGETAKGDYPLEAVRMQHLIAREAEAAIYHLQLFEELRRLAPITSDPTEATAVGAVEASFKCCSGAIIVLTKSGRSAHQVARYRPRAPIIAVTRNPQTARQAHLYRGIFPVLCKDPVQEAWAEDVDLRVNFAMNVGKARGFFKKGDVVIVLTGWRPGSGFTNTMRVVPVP
#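 Kinase-Glo luminescence reports ATP generated from ADP (0.1 mM) and PEP (0.5 mM) by purified hPK-M2 after 1 h at room temperature, pH 7.2 imidazole buffer; intermediate enzyme activity allows detecting inhibitors and activators.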
# BRCA1 expr act: activators of BRCA1 expression | MCF7-BRCA1-FFLuc reporter, luminescence, 48 h; response scale: scaled: vehicle 0%, 10 µM genistein 100% | Potency, µM (titrated, usually from 46.1 µM), without a hit: at the highest dose activation, most hits filed as activators | actives 1.1% (n = 380,000) | AID 624202; also: potency is read from the fitted curve at half-maximal effect; nearly all actives have a fitted effect of over 80% in size; some results filed as inactive show a strong effect at the top dose
#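 MCF7-BRCA1-FFLuc, 2000 cells/well; 2 h attach, 37 °C/5% CO2; compound 48 h; luciferase substrate 15 min; luminescence end-point. Norm. to genistein 10 microM max activation and DMSO; concentration-response curves fitted.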
# NPC1 promoter act: NPC1 promoter activation. Huh7 NPC1 promoter luciferase reporter, 24 h. Potency, µM (series often up to 9.22 µM), inactives show top-dose activation, actives largely listed as activators. actives 2.4% (n = 320,000). AID 485313;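 also: potency is read from the fitted curve at half-maximal effect; % of control where 0% means no effect; nearly all actives have a fitted effect of over 60% in size; reporter is driven by a mutant NPC1 promoter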
#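 Cells: Huh7 expressing luciferase under the NPC1 promoter, 1500/well. Seeded 2 h, compound added, incubated 24 h at 37 °C. Luciferase reagent, 10 min ambient, then luminescence.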
# Menin-MLL TR inh: displaces Texas Red mutant MLL peptide from human menin; actives 0.23% (n = 270,000); Potency, µM (highest dose often 61.6 µM), for inactives: at the top dose FP activity change, negative = inhibition, hits mostly inhibitors; O00255; Menin + Texas Red MLL mutant peptide, fluorescence polarization; AID 1768; active = well fitted inhibition curve with a large enough effect in the polarisation, with a control signal flat, not every such curve was filed as active; inconclusive = small, poorly fitted or top-dose-only effect, or effect the other way, or a change in a side signal; inactive = no such curve, though single readings can be large or run the other way; the % refers to the polarisation; also: potency is read from the fitted curve at half-maximal effect; % of control where 0% means no effect; many of its hits are not listed in these tables
# Giardia killer: Giardia lamblia killing | activity change, % at 7.66 µM, hits read low | actives 0.15% (n = 340,000) | Giardia lamblia trophozoite viability | AID 540267; in the data active = activity change below about -80%; inconclusive = between about -30% and that limit;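 also: parasites exposed to compound for two days anaerobically before the ATP read; % is scaled to controls: 0 for no effect and ±100 for the full control effect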
#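 Giardia trophozoites, 100 cells per well, were exposed to compounds for 48 hrs at 37 deg C under anaerobic conditions; viability was then read as ATP content by bioluminescence after 15-30 min at room temperature.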
# p53 reactivator: mutant p53 re-activation in reporter cells | Potency, µM (highest dose often 92.2 µM), for inactives: at the highest dose activity change, positive = activation, most hits filed as activators | H1299 p53-A138V BP100-luciferase reporter, luminescence, 24 h | actives 0.063% (n = 320,000) | AID 504706; also: potency is read from the fitted curve at half-maximal effect; % of control where 0% means no effect; nearly all actives have a fitted effect of over 45% in size
#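 p53-null H1299 cells stably carrying temperature-sensitive p53-A138V and a BP100-luciferase reporter were pinned with compounds (4-point, 1:5 series) and held 24 hrs at 37 deg C. Luminescence was read 10 min after detection reagent.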
# * hit, by the source's call; ? = inconclusive; . = no result given; [ ] = another dose, or the depositor's remark. Unless noted, calls follow the shape of the dose curve; as a rule, active = well fitted curve in the direction sought with a large enough effect; inconclusive = small, poorly fitted or top-dose-only effect, or another doubt; inactive = no such curve, though single readings can be large; an effect the other way counts as inactive or inconclusive. A portion of the library; count on the stated rates, not on these rows.
SMILES,p53 reactivator,VP16 counter,NPC1 promoter act,RORg inh,Giardia killer,FLuc modulator,BRCA1 expr act,PKM2 act,Menin-MLL TR inh,ELG1 genotoxic,Rab9 promoter act
O=c1ccc2cc(S(=O)(=O)N3CCN(c4cc(Cl)ccc4Cl)CC3)ccc2o1,-2.7%,-0.5%,1.9%,16.0%,14.5,-0.8%,-39.9%,5.9%,0.0%,-2.3%,0.8%
CCCN(CCO)Cc1cccc(Br)c1,10.0%,0.9%,1.8%,-33.2%,17.3,4.2%,-7.5%,-4.9%,-28.6%,-6.5%,-4.2%
Cn1c(SCc2nc(-c3ccc(Cl)cc3)no2)nnc1-c1ccco1,3.7%,9.5%,-2.5%,21.0%,6.5,-2.4%,16.6%,-8.8%,-0.1%[11.7 µM],-5.6%,7.1%
Cc1nnc(NC(=O)C(C)Sc2nncn2C)s1 (configuration not stated),1.2%,3.9%,-1.5%,-0.4%,34.2[activator],-0.1%,-10.4%,-3.6%,22.4%,-0.4%,-0.6%
CCN(CC)CCOC(=O)C1(c2ccccc2)CCOCC1,3.7%,2.2%,0.9%,-13.0%[10 µM],-2.3,-0.2%,-10.0%,-4.4%,10.5%,-1.3%,2.4%
Cc1ccccc1-n1nc2c(c1NC(=O)C(C)(C)C)CS(=O)(=O)C2,0.9%,-3.9%,-6.9%,1.0%,1.0,-1.1%,-5.3%,.,20.7%,-0.9%,-5.7%
CCC(c1nnc(SCC(=O)Nc2ccc(S(N)(=O)=O)cc2)n1Cc1ccccc1)N(C)C (configuration not stated),1.5%,-14.5%,-0.6%,-0.4%,-1.4,4.0%,24.3%,0.2%,-18.1%,1.9%,-7.5%
S=c1[nH]nc(-c2cc(-c3ccccc3)n[nH]2)n1/N=C/c1ccc(Cl)c(Cl)c1,?,7.94µM*,2.9%,10µM*,-15.4,-15.4%,-31.5%,-3.9%,.,9.4%,-1.5%
S=C(Nc1cccnc1)Nc1ccccn1,2.0%,-0.2%,2.0%,?,-9.1,2.0%,-3.6%,.,11.6%,3.3%,-1.0%[1.84 µM]
CN(C(=O)CC1C(=O)NCCN1Cc1c(F)cccc1Cl)C1CCOCC1 (configuration not stated),11.9%,8.8%,-0.9%,-12.6%,12.9,3.3%,-6.0%,.,?,3.5%,?
CC1CCN(CCCOc2ccc(Br)cc2Cl)CC1,-3.9%,-2.0%,-1.3%,10.6%,0.6,?,-6.2%,0.9%,3.1%,-4.7%,9.6%
CC(C)CCn1c(N2CCc3ccccc3C2)nc2c1c(=O)[nH]c(=O)n2C,-1.1%,1.2%,-0.8%,5.4%,-2.9,-2.6%,1.0%,8.7%,-13.2%,0.5%,-5.5%
O=[N+]([O-])c1cccc(CSc2nnc3ccccn23)c1,11.7%,8.7%,-4.1%,30.3%,10.5,6.2%,7.0%,2.0%,4.6%,3.5%,0.5%
S=c1[nH]nc(Cn2cnc3ccccc32)n1-c1ccccc1Cl,1.5%,-6.3%,3.9%,17.9%,5.4,-2.6%,-15.3%,-11.5%,.,-4.3%,2.4%
CC(C)C(=O)NC(=S)Nc1sc2c(c1C(N)=O)CCCC2,15.5%,9.7%,?,26.5%,?,9.53µM*,54.5%,3.6%,3.4%,?,?
CCc1nc(Nc2ccc(OC)cc2OC)c2oc3ccccc3c2n1,-6.0%,-29.3%,-5.7%,?,9.4,1.6%,-31.6%,.,12.8%,-0.5%,-2.0%
CC(C)Cc1nc2oc3c(NCc4cccnc4)ncnc3c2c2c1CCC2,-7.0%,-8.7%,-13.2%,16.7%,7.9,-1.0%,0.0%[1.84 µM],-3.6%,-6.1%,2.3%,0.7%
COc1ccc(N2C(=O)CC(Cc3ccccc3OC)C2=O)cc1 (configuration not stated),-26.4%,-13.3%,6.0%,16.1%,-8.8,-1.5%,4.2%,-2.1%,-13.9%,-3.4%,9.7%
O=c1cc(Nc2cccc(Br)c2)[nH]c(=O)[nH]1,-0.2%,-3.0%,0.2%,2.9%,11.0,-8.9%,-11.1%,6.0%,0.7%,-3.4%,-2.0%
O=C1CCc2cc(S(=O)(=O)N3CCN(c4ccc(F)cc4)CC3)cc3c2N1CC3,8.1%,.,-1.4%,.,1.0,11.1%,-9.0%,.,.,17.3%,2.6%
O=C(CNS(=O)(=O)c1ccc(Br)s1)Nc1ccc2c(c1)OCCO2,27.2%,0.5%,7.2%,35.7%,-13.4,?,21.4%,-5.1%,16.9%,0.7%,17.0%
Cc1c(Cl)cccc1NC(=S)NC(=O)CCN1C(=O)c2ccccc2C1=O,9.7%,?,-2.3%,15.8µM*,-16.0,0.5%,55.1%,14.7%,-23.2%,2.6%,-4.6%
CC(NC(=O)c1cc(=O)[nH]c2ccccc12)c1ccc(F)cc1F (configuration not stated),-1.6%,-0.2%,-0.6%,-8.3%,3.4,-1.0%,-24.8%,.,-15.8%,2.2%,-5.9%
O=C(NCc1nnc2c(C(F)(F)F)cc(Cl)cn12)C1CCCC1,-2.0%,4.3%,-5.8%,2.5%,-11.4,-0.2%,-0.9%,0.9%,5.0%,0.4%,0.4%
CC[N+](C)(CC)CC(O)COCC1COc2ccccc2O1 (configuration not stated),-12.1%,-8.9%,-1.2%,-28.0%,-8.1,0.2%,8.8%,1.7%,-7.0%,0.7%,-4.9%
Cc1ccc2nc(N=C(N)N)nc(C)c2c1,-1.3%,-4.0%,-20.9%,0.8%,7.0,1.1%,-41.3%,6.1%,-4.9%,-2.4%,-19.3%
COc1ccc(S(=O)(=O)N2CCC(NC(=O)c3cccc(F)c3)CC2)cc1,.,-14.0%,-5.0%,1.1%,-0.2,-0.3%,-0.5%,-2.1%,11.3%,-9.5%,-2.8%
O=C(O)C1CC(=O)N(CCc2c[nH]c3ccccc23)C1 (configuration not stated),0.2%,7.6%,0.4%,2.2%[10 µM],-17.0,4.0%,-2.5%,4.6%,4.5%,-2.6%,1.6%
Cc1ccc(-c2cc(Cc3ccc(N(C)C)cc3)c(=O)[nH]n2)cc1,5.3%,4.5%,9.3%,-3.5%,27.3,?,43.1%,0.8%,.,9.3%,-0.9%
COc1ccccc1NC(=O)C(C)OC(=O)Cc1ccsc1 (configuration not stated),1.7%,.,-4.3%,.,0.3,8.1%,-9.6%,.,.,-2.1%,-5.9%
CC(=O)Nc1ccc(Cc2ccc3[nH]c(=O)cc(C)c3c2)cc1,-10.9%,1.2%,-2.9%,-28.1%,.,2.6%,.,7.0%,-12.7%,20.6µM*,-0.5%
COc1ccc(OCC(=O)NCCc2ccc(S(N)(=O)=O)cc2)cc1,-1.6%,-1.3%,-3.4%,-22.8%,9.7,1.1%,2.1%,-1.6%,-3.5%,-0.9%,-1.3%
CN(C)S(=O)(=O)c1ccc(N2CCOCC2)c(C(=O)NCc2ccc3c(c2)OCO3)c1,2.1%,.,-9.2%,.,19.0,-2.2%,5.0%,.,.,-1.9%,-3.1%
CCOC(=O)c1ccc(N2N=C(C)/C(=C/C=C/c3ccco3)C2=O)cc1,0.3%,-10.6%,-5.9%,41.9%,-4.6,?,2.7%,-9.6%,3.8%,18.4%,-2.0%
COCCOCCn1c(CCCO)nc2ccccc21,-0.7%,2.1%,-0.8%,-23.9%,-19.6,0.5%,-12.6%,-1.9%,2.4%,-0.1%,2.1%
COc1ccccc1NC(=O)COc1ccc(C(=O)NCc2ccccc2)cc1OC,-1.9%,.,-8.7%,.,-14.3,5.9%,-18.1%,.,.,-11.2%,-8.9%
Cc1cc(S(=O)(=O)N2CCCc3ccccc32)ccc1-n1cnnn1,0.4%,-20.6%,-2.5%,15.9%,1.7,2.0%,-9.4%,.,9.3%,-2.4%,0.2%
Cc1ccc(/C=N/NC(=O)C(C)NC(=O)c2ccccc2)cc1 (configuration not stated),0.8%,-5.8%,0.9%,25.6%,4.0,-13.7%,-9.2%,7.0%,21.3%,-12.8%,3.4%
O=C1CC(c2ccc(F)cc2)CC(O)=C1C1NCCc2ccccc21 (configuration not stated),7.2%,0.1%,12.1%,-17.3%,1.9,-0.9%,22.5%,3.6%,20.1%,-0.8%,-0.4%
O=C(c1cc(-c2ccc(O)cc2)on1)N1CCOCC1,?,-27.7%,0.891µM*,?,-17.6,9.53µM*,?,-21.4%,-1.4%,4.61µM*,1.12µM*
